Source: PubChem
eIF4E-4G inh = blocks eIF4E binding to eIF4G; 0.37% of 220,000 active; TR-FRET eIF4E-eIF4GI(517-606) binding, 2 h; inhibition, % at 21.7 µM;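 also: 0% = full FRET control wells and 100% = background wells lacking eIF4GI fragment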
p47phox inh = inhibitors of human p47phox binding; 0.53% of 220,000 active; AID 1274; p47phox/p22phox peptide binding, fluorescence polarization, 2 h; inhibition, % at 24.7 µM;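 also: 0% = p47phox with labelled peptide and 100% = labelled peptide alone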
Target sequence (P14598 whole entry, looked up): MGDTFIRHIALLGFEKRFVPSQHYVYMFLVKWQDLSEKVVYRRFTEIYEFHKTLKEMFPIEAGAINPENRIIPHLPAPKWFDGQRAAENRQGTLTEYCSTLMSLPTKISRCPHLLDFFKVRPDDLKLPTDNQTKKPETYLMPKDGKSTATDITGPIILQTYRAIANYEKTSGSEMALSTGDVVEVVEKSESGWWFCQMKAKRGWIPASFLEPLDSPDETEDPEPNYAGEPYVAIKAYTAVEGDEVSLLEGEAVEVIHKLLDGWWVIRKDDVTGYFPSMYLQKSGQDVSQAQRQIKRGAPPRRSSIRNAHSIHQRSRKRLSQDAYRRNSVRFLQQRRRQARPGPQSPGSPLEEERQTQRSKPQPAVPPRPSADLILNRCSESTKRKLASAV
14-3-3 Bad inh = disrupts binding of bovine 14-3-3 zeta to phospho-Bad peptide; inhibition, % at 21.7 µM; TR-FRET 14-3-3zeta/Dy647-pBad peptide displacement, 1 h; 0.71% of 220,000 active; P63103;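 active = inhibition above about 70%, limit read from the data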;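 also: 0% = full 14-3-3 plus peptide FRET controls and 100% = background without 14-3-3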
Target sequence (P63103 whole entry, looked up): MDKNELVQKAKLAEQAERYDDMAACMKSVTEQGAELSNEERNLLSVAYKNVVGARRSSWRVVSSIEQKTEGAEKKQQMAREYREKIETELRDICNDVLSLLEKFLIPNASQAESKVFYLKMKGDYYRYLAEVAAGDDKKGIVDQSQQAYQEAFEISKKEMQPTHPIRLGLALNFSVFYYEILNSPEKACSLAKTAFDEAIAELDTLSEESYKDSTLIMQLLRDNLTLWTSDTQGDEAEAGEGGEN
Rad51 HR inh = Rad51 (human) homologous recombination inhibition. Q06609. hRad51 DNA strand exchange, fluorescence dequenching. inhibition, % at 10 µM. 0.085% of 200,000 active;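 active = inhibition above 40% at the single screening dose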;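 also: 0% = DMSO control wells and 100% = blanks with heterologous ssDNA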
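Material: human Rad51–ssDNA filaments; Probe or stimulus: labelled 47-mer dsDNA for strand exchange; Doses: single 10 µM dose; Incubation: 37 °C 15-min filament assembly, 30-min compound preincubation, 15-min exchange; Technique: FRET fluorescence dequenching, excitation 485 nm, emission 520 nm; Measure: Fluorescence-based percent inhibition, control- and blank-normalised; Benchmarks: plate control and blank wells.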
EBV gp42 block = EBV gp42 inhibition; Q1HVG2; 0.42% of 220,000 active; AID 1085; Fluorescence polarization binding assay, mP read-out; inhibition, % (tested at 21.74 µM); in the data active = inhibition above about 50%
Target sequence (Q1HVG2 whole entry, looked up): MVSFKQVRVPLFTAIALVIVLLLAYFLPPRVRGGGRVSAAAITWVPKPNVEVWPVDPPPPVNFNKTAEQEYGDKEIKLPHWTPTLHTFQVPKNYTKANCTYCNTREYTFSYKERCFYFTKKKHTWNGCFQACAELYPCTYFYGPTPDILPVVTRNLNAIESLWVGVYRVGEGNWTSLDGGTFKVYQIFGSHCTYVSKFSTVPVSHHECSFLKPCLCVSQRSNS
KCC2 mod = modulators of human KCC2 chloride dependent transport; Q9H2X9; KCC2 cells, thallium flux FluoZin-2 fluorescence; B-score of Tl+ flux slope (higher = more flux/activation; lower = inhibition) at 10 µM; 2.2% of 190,000 active;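 active = thallium flux slope and its plate-corrected score both differing from the plate sample mean at a set confidence after two filtering rounds, in either direction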;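 also: slope of fluorescence scaled to starting intensity during 10 to 20 s after thallium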
hK5 inh = kallikrein 5 (human) inhibition | Q9Y337 | recombinant hK5, fluorogenic AMC substrate cleavage | 0.59% of 210,000 active | inhibition, % at 5 µM;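 active = inhibition of 40% or more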;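 also: 0% = enzyme controls without compound and 100% = no-enzyme blanks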
Furin inh = blocks human furin protease activity. purified furin, fluorogenic substrate cleavage. inhibition, % at 30 µM. 0.061% of 220,000 active. AID 463115; in the data active = inhibition above about 25%; also: inactives centre near -15
Thrombin inh = thrombin (human) inhibition; P00734; alpha-thrombin, Boc-VPR-AMC fluorogenic substrate cleavage; inhibition, % at 5 µM; 0.26% of 220,000 active; AID 1046;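 active = inhibition at or above 40%; inactive = inhibition below 40%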;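 also: 0% = enzyme with no compound and 100% = wells without enzyme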
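Assay system: human alpha-thrombin enzyme. Reagent: Boc-VPR-AMC substrate, 15 µM final. Compound dosing: one concentration per compound, 5 µM, with 0.2% DMSO. Incubation: room-temperature reaction. Technique: AMC fluorescence, 355/460 nm. Measure: % inhibition relative to enzyme controls and enzyme-free blanks.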
Numbers without * were called inactive; · = no result given; [ ] = dose if it differs, or a comment.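 The calls were made as follows, unless noted: active = inhibition above about 30% (limit read from the data); inactive = the rest.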

SMILES	eIF4E-4G inh	p47phox inh	14-3-3 Bad inh	Rad51 HR inh	EBV gp42 block	KCC2 mod	hK5 inh	Furin inh	Thrombin inh
O=C(Nc1c(C(=O)N2CCCCC2)cnn1-c1ccccc1)c1ccco1	7	-2	16	-7	-6	·	-9	-20	2
Cc1cc(-c2ccccc2)n2ncc(-c3ccccc3)c2n1	3	-16	-4[fluorescence artefact?]	·	0	0.081	0	-23	2
Cc1cccc(Cn2c(NCC(C)O)nc3c2c(=O)n(C)c(=O)n3C)c1 (centres undefined)	-6[fluorescence artefact?]	-20	8	13	-24	·	-26	-19[20 µM]	1
CCc1cc2c(=O)c(-c3nc4ccccc4n3C)c(COCC(=O)O)oc2cc1OC(=O)C(C)(C)C	3	2	16	-7	-14	0.93	-15	-14	-1
C/C(=N\Nc1cc(Cl)nc(C)n1)c1ccc(Cl)c(Cl)c1	-6[fluorescence artefact?]	15	-1[fluorescence artefact?]	10	-14	1.2	14	-10[20 µM]	4
COC(=O)CCC(=O)NNC(=O)CCC(=O)Nc1cccc(Cl)c1C	-2	-10	-3	3	3	0.14	-3	-15	-8
Cc1cc(Cl)ccc1NC(=S)NCc1ccc(Cl)cc1	0	1	5	4	-8	0.71	0	-9[20 µM]	3
COc1ccccc1C1SCCN1S(=O)(=O)c1cccc(C(F)(F)F)c1 (centres undefined)	-1	5	8	·	-20	-1.5	1	-16	-11
CC12CCC(C(=O)N(NC(=O)c3ccccc3Cl)C1=O)C2(C)C (centres undefined)	-25	0	-13[fluorescence artefact?]	3	6	0.81	-12	-6	-7
CCC1Oc2ccc(C)cc2N(CC(=O)NCCCN2CCN(Cc3ccccc3)CC2)C1=O (centres undefined)	-1[fluorescence artefact?]	-25	-4	11	-9	-0.0045	-26	-31	-7
O=S(=O)(NCc1cccnc1)c1ccc(Cl)nc1	-6	-12	-6	1	-6	0.65	-20	-10[20 µM]	-4
COc1cc(Nc2ncnc(N)n2)cc(OC)c1OC	4	-1	-5	2	0	0.041	9	-12	-6
Cc1cc(C)nc(SCC(=O)Nc2ccc(S(=O)(=O)NC(C)(C)C)cc2)n1	2	-9	5	4	0	·	-3	-12[20 µM]	-6
COc1ccc(CN(C)C(c2ccccc2)c2nnnn2-c2ccccc2C)c(OC)c1C (centres undefined)	3	-7	49	-10	-1	0.047	-16	-14	-14
C/C(=N\S(=O)(=O)c1ccc(C)cc1)Nc1cc(C(C)C)c(O)cc1C	-3[fluorescence artefact?]	-23	8[fluorescence artefact?]	-5	-9	-0.56	-4	-2	-3
CSc1ccccc1C(=O)N1CCc2ccccc2C1	2	1	-7	-17	-10	-0.26	-12	-14	2
COc1cccc2cc(C(=O)N3CCN(C(=O)c4ccco4)CC3)c(=O)oc12	-2	-2	9	2	-5	-0.18	-18	-15[20 µM]	-9
COc1ccc(C(=O)/C=C/C(=O)N(CC(=O)NC2CCCCC2)CC2CCCO2)c(O)c1 (centres undefined)	5	-4	4	-7	-1	-0.22	0	-4	3
Cc1cc(NC(=O)CN2CCN(c3ccccc3O)CC2)no1	1	2	-5	2	-4	1.5	-1	-14[20 µM]	-6
Cc1ccc(SCc2noc(C(=O)NC(C)C)c2C(=O)O)cc1C	4[fluorescence artefact?]	-9	18[fluorescence artefact?]	-8	-16	-1.3	-25	-16[20 µM]	-7
CCOC(=O)c1c(NC(=O)CSc2nnc(-c3cccnc3)o2)sc(C(C)=O)c1C	-13	-16	15	2	-6	-0.044	48*	-20	18
Cc1ccc(NC(=O)c2sc3nc[nH]c(=O)c3c2C)c(C)c1	0	-6	-11	0	2	·	0	-13[20 µM]	-4
CCOc1c2ccc(C(=O)NCc3ccc(OC(F)(F)F)cc3)cc2nn1C	-8	9	9	-1	-4	-0.4	-41	-22[20 µM]	-1
CCc1cc(N2CCOCC2)cc2c1[nH]c1ccccc12	5	5	5	2	-10	-0.013	-5	-37	-6
CS(=O)(=O)N1CCN(c2ccccc2NC(=O)C(c2ccccc2)c2ccccc2)CC1	-3	-16	-8	-3	-28	0.38	-15	-2[20 µM]	3
CCCCCc1nnc(NC(=O)Cn2cnc3ccccc3c2=O)s1	-3	-26	7	-1	-28	1.3	-5	-17	-6
O=C(CSc1nnc(-c2cccnc2)n1-c1ccccc1)NCc1ccc2c(c1)OCO2	2	-326	-12	-4	-13	-0.21	-13	-14	0
CCOC(=O)c1[nH]cnc1C(=O)NC(C)C	-6	-6	-1[fluorescence artefact?]	0	-13	-0.11	15	-6[20 µM]	-1
Cc1onc(-c2c(Cl)cccc2Cl)c1C(=O)c1ccc(F)cc1	3	-4	2	6	-8	-0.17	11	-28	-12
O=C(c1ccc(Cl)cc1)N1CCCC(C(=O)N2CCc3ccccc3C2)C1 (centres undefined)	0	-13	7	5	-18	0.37	-3	-18	-4
Clc1ccc(-c2nnc(-c3ccccc3)c(N3CCSCC3)n2)cc1	4	-18	-13	-3	-21	·	1	-7[20 µM]	3
CC(C)Oc1ccc(C2CC(=O)N(c3ccccc3)C2=O)cc1 (centres undefined)	0	-8	-11[fluorescence artefact?]	4	-11	-0.82	-13	-23[20 µM]	-3
COc1ccc(C(c2nnnn2C2CCCC2)N2CCc3ccccc3C2)cc1OC (centres undefined)	-2	0	67	-1	-11	-0.0023	-15	-18	-1
Cc1ccc(NC(=O)c2ccccc2O)cc1	3	-9	2	-9	2	-1.7	-18	-24	3
O=c1[nH]c2ccccc2n1CCCN1CCN(C(c2ccccc2)c2ccccc2)CC1	1	-10	-2	-10	6	0.067	-11	5	·
CCCNc1nc2c(c(=O)[nH]c(=O)n2C)n1CCC(C)C	0[fluorescence artefact?]	-17	-8	5	-30	0.2	-16	-12	2
CC(C)Cn1c(N)c(C(=O)CSc2ccccc2)c(=O)n(C)c1=O	-3	1	13[fluorescence artefact?]	5	-6	-1.4	-20	-1	-11
O=C(NP(=O)(N1CCCC1)N1CCCC1)C1=C(N2CCOCC2)/C(=C/c2cccc([N+](=O)[O-])c2)CC1	1	-5	-6	0	16	-0.35	-1	-15	2
Cc1ccccc1NC(=O)CC1c2ccccc2CC(C)(C)N1C (centres undefined)	1	-6	2	6	-6	-0.62	-2	-22	-1
CCCNC(=O)COC(=O)c1[nH]c(C)c(C(=O)OCC)c1C	-4	-2	-9[fluorescence artefact?]	1	49	0.4	2	-12[20 µM]	5
CC(C)COC(=O)c1cc(-c2ccc(/C=N/n3cnnc3)o2)ccc1Cl	5	-18	-2[fluorescence artefact?]	-5	-19	·	-10	-13[20 µM]	1
COc1ccc(NC(=S)NCCc2c(C)[nH]c3ccc(OC)cc23)cc1	-2	-8	-11	9	-13	-0.72	-3	-23	-5
COc1ccc(CNC(=O)c2ccc(N3CCCC3=O)cc2)cc1	3	-13	7	4	-16	0.78	3	-16	-22
COc1ccc(-c2nc(N)c(C#N)c(-c3cccnc3)c2C)cc1	1	-15	-12	8	-1	0.013	-1	-5	-1
CCNC(=S)Nc1cccc(NC(=O)c2ccccc2O)c1	-1	-15	2	4	-6	-0.45	1	-17	-3
O=C(Cc1ccccc1)N/N=C/C=C/c1ccccc1[N+](=O)[O-]	0	6	4	17	-13	-0.99	2	-17	2
COc1ccc(/C=N/NC(=O)c2cccnc2)cc1CSc1ccccn1	4	-17	-5	·	-4	-0.52	0	-4	-11
CCOC(=O)c1c(C)nc(SCC(N)=O)c(C#N)c1-c1ccccc1	2	-5	8	-44	-10	0.26	-6	-1	-2
COc1ccc2c(CC(=O)NCc3ccc4c(c3)OCO4)coc2c1	-6	-14	-1[fluorescence artefact?]	-4	-15	·	-26	-23	0
Cc1cc(C(=O)COc2nncc3ccccc23)c(C)n1C	-3	2	0[fluorescence artefact?]	3	4	·	-17	-10	-15

Later entries.
SMILES	eIF4E-4G inh	p47phox inh	14-3-3 Bad inh	Rad51 HR inh	EBV gp42 block	KCC2 mod	hK5 inh	Furin inh	Thrombin inh
Clc1ccc2c(c1)c1cc(Cl)ccc1n2CN1CCOCC1	1	2	-2[fluorescence artefact?]	-8	-3	-0.049	-5	-15[20 µM]	11
Cc1ccc(NC(=S)NNC(=O)c2nn(C)c(C)c2Cl)cc1	-2	12	2[fluorescence artefact?]	·	-9	0.41	-232	-18[20 µM]	-3
O=C(Nc1ccccc1-c1ccccc1)c1cccs1	-1	·	-2	·	-11	1.1	40*	-13	13
COc1ccccc1NC(=O)C1CCCN1C(=O)NCc1ccccc1 (centres undefined)	3	-12	6	-2	-8	1.3	-9	-25	2
CC(=O)c1ccc(Cc2cnc(N)s2)cc1	-12	5	0	-2	-4	-0.039	-17	-20[20 µM]	-6
O=C(O)C1CC=CCC1C(=O)Nc1ccccc1Cl (centres undefined)	-3	-4	6[fluorescence artefact?]	-7	-10	-0.19	15	-19	4
CCOc1cc(/C=C/C(=O)OCC(=O)NC2CCS(=O)(=O)C2)ccc1OCc1ccccc1 (centres undefined)	-3	-11	1	-45	-20	-2.1	-6	-25	11
CCCCSc1nnc(-c2ccc(C)cc2)o1	5	1	-4	-6	-17	0.61	-2	-8[20 µM]	-3
CCOC(=O)N1CCC(N(C(=O)Nc2ccc(CC)cc2)C(C)CC)CC1 (centres undefined)	0	-16	-4	1	-22	·	-27	-16	-9
CNC(=O)Cn1c(C)cc(=O)c2cccc(OC)c21	3	-16	-2	5	-5	0.071	-5	-29	2
CCC(=O)Nc1ccc2c(c1)ncn2C	-1	-1	-11	-5	-16	·	5	-26	-10

An excerpt from above in order of the EBV gp42 block value, rising:
mol | EBV gp42 block
O=C(Nc1ccccc1-c1ccccc1)c1cccs1 | -11
Cc1ccc(NC(=S)NNC(=O)c2nn(C)c(C)c2Cl)cc1 | -9
Clc1ccc2c(c1)c1cc(Cl)ccc1n2CN1CCOCC1 | -3

Compounds as they come. About 4.7% of those tested had a hit in this group.
